Screens: PubChem, several laboratories
SIAH1 antagonists: Siah-1 peptide-binding antagonists, primary screen, biochemical, fluorescence polarization, rhodamine-plectin, uHTS (AID 1817); Siah-1 / rhodamine-plectin peptide fluorescence polarization; higher % means a stronger effect; E3 ubiquitin-protein ligase SIAH1 (Homo sapiens); displacement, % at 20 µM; hits with a dose series show IC50 in µM; 290,000 compounds, 0.02% hits;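 active means displacement of at least 50% at 20 µM, with a fluorescence ratio check between 0.3 and a set limit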;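 further: plate controls were Siah plus tracer with DMSO for no effect and tracer alone without Siah for full effect; strong numbers were not always called active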
M1AAP inhibition: P. falciparum M1AAP inhibitors, biochemical, fluorogenic H-Leu-NHMec substrate, 1536-well (AID 1445). Aminopeptidase N (Plasmodium falciparum (isolate 3D7)). recombinant M1AAP, H-Leu-NHMec fluorogenic kinetic assay; higher % means a stronger effect. one-dose inhibition, % at 30 µM; IC50 in µM for titrated hits. 220,000 compounds, 0.42% hits;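 active means primary inhibition above the hit cutoff, then over 50% inhibition at one or more dose response concentrations, cut at about 23% in these data, passing the limit was not always enough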;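 further: plate controls were DMSO full reaction for no effect and no enzyme background for full effect; strong numbers were not always called active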
AID2073: inhibitors of Mint1-CaV2.2 protein interaction, biochemical, HTRF (AID 2073) | one-dose inhibition, % at 20 µM; IC50 in µM for titrated hits | Voltage-dependent N-type calcium channel subunit alpha-1B (Homo sapiens) | HTRF protein-protein interaction, Mint1-CaV2.2; higher % means a stronger effect | 290,000 compounds, 0.19% hits; in the data active means inhibition mostly above about 51%, no sharp cut-off; further: some results filed as inactive read as strong as hits
Lipid droplet: inhibitors of hepatocyte lipid droplet formation, primary screen, imaging, high-throughput imaging, BODIPY stain; AML12 mouse hepatocytes, oleate lipid droplets; inhibition, % at 6.5 µM; 240,000 compounds, 0.4% hits; AID 1656, 2009;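 active means lipid droplet intensity inhibited by at least 50%, with more than 500 cells counted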
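Assay system: AML12 hepatocytes (mouse) / Also added: 100 µM oleic acid challenge / Times: overnight treatment with compound plus oleate / Detection: high-content imaging of BODIPY-stained droplets and DAPI nuclei / Evaluation: % inhibition of lipid droplet signal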
CSM14.1 death rescue: rescue of cells from ER stress-induced death, primary screen, 384-well, CSM14.1, thapsigargin, ATP luminescence (AID 1222) | 190,000 tested, under 10 active | CSM14.1 thapsigargin-induced death rescue, ATP luminescence; higher % means a stronger effect | cellular ATP content (survival), % at 20 µM, or EC50 in µM where a hit was titrated;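 active means EC50 below 50 µM in the dose-response confirmation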;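 further: death triggered by thapsigargin at about 15 µM added after 2 h compound pretreatment; cell ATP read after overnight thapsigargin exposure of roughly 18 to 22 hours; normalized against plate controls of thapsigargin alone and 5% DMSO vehicle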
XIAP antagonists: XIAP antagonists, biochemical, IAP family, fluorescence polarization (AID 1018); E3 ubiquitin-protein ligase XIAP (Homo sapiens); XIAP BIR domain, fluorescence polarization peptide displacement; higher % means a stronger effect; displacement, % at 20 µM; hits with a dose series show IC50 in µM; 200,000 compounds, 0.007% hits; in the data active means displacement above about 50%; further: a part of the inactive calls stands beside numbers as strong as those of hits
P. falciparum M17LAP: P. falciparum M17LAP inhibitors, primary screen, biochemical, fluorogenic H-Leu-NHMec substrate, 1536-well (AID 1619). Leucine aminopeptidase (Plasmodium falciparum (isolate 3D7)). recombinant M17LAP, H-Leu-NHMec fluorogenic kinetic assay; higher % means a stronger effect. inhibition, % at 30 µM, or IC50 in µM where a hit was titrated. 220,000 compounds, 0.38% hits;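 active means compound inhibiting the enzyme by more than half at any dose during confirmatory dose-response retesting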;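 further: plate controls were full reaction with DMSO carrier for no effect and no enzyme background for full effect; strong numbers were not always called active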
LYP phosphatase: inhibitors of LYP phosphatase, biochemical, fluorescence intensity, uHTS (AID 1779); Tyrosine-protein phosphatase non-receptor type 22 (Homo sapiens); recombinant LYP phosphatase, fluorescence intensity; higher % means a stronger effect; inhibition, % at 11.5 µM, or IC50 in µM where a hit was titrated; 290,000 compounds, 0.054% hits;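 further: plate controls were vehicle with enzyme for no effect and no enzyme for full effect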
NOD2 inhibition: NOD2 signaling inhibitors, cell-based, luminescence, uHTS, HEK293 (AID 1566); 290,000 compounds, 0.63% hits; one-dose inhibition, % at 4 µM; EC50 in µM for titrated hits; HEK293 NOD2/NF-kB luciferase reporter, luminescence; higher % means a stronger effect; further: many of its hits are not listed in these tables
Lipid droplet cells 6.5 µM: further read-out of Lipid droplet, marked with its call; cell count; measured here: cell count, cytotoxicity flag;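 cells counted across two imaged fields per well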
Active calls of the source: *; / = no result given. Unless noted, no stated cut-off is given here; in the data, active means inhibition above about 50%; inactive means the rest. The list is partial; the hit share may differ from the screen's.

item	canonical_smiles	LYP phosphatase	P. falciparum M17LAP	M1AAP inhibition	AID2073	SIAH1 antagonists	Lipid droplet	CSM14.1 death rescue	Lipid droplet cells 6.5 µM	XIAP antagonists	NOD2 inhibition
1	COC(=O)c1ccc(C)c(NC(=O)CCSc2ccc(C)cc2)c1	-6%	-3%	5%	5%	1%	4	-2.7%	693	-3.1%	-7%
2	CCOC(=O)C1CCCN(C(=O)Cn2c(=O)c3cccn3c3cccnc32)C1 (stereo not drawn)	-3%	/	/	7%	-4%	1	/	676	/	14%
3	CCN(CC)S(=O)(=O)c1ccc2c3c(cccc13)C(=O)N2	-2%	-35%	11%	29%	1%	-6	-4.2%	641	-0.1%	-23%
4	CC1CCN(c2c([N+](=O)[O-])c(=O)oc3ccccc23)CC1	-6%	-62%	7%	3%	-1%	0	-5.0%	692	-11%	19%
5	Cc1ccc(/C=C/c2onc(C)c2S(=O)(=O)N2CCC(C(=O)NC(C)(C)C)CC2)cc1	-3%	/	/	4%	18%	-8	/	719	/	-8%
6	COc1ccc(CNC(=O)c2cccc(S(=O)(=O)N3CCN(C)CC3)c2)cc1	-1%	6%	1%	-6%	1%	-2	-0.6%	766	-3.3%	8%
7	COC(=O)c1ccccc1NC(=O)c1sc(N)nc1C	-4%	0%	13%	2%	-1%	/	-0.9%	/	0.7%	6%
8	OC1(c2ccc(F)cc2)CCN(Cc2nnnn2Cc2cccs2)CC1	-6%	14%	0%	0%	-8%	1	-0.5%	760	-7.7%	-9%
9	C=CCNc1nc(N)c([N+](=O)[O-])c(NC2CCCCC2)n1	0%	/	/	6%	2%	3	/	843	/	3%
10	O=C1NC(c2ccccc2)=C(c2nc3ccccc3s2)C(c2ccc(F)cc2)N1 (stereo not drawn)	-1%	4%	11%	7%	-2%	/	-1.4%	/	3.3%	16%
11	O=C(c1cccc2ccccc12)N1CCCCC1	-11%	/	/	12%	-1%	-5	/	864	/	-4%
12	Cc1cc(C)c2c(c1)NC(C(=O)O)C1CC=CC21 (stereo not drawn)	6%	/	/	42%	61%	-16	/	771	/	-6%
13	CCCCCOc1ccc(/C=c2\sc3nc(=O)c(-c4ccccc4)nn3c2=O)cc1OC	10%	32%	0%	15%	30%	-12	-3.4%	612	-5.7%	18%
14	COc1cccc(C(=O)NCCSCc2ccccc2Cl)c1	-7%	/	/	1%	9%	9	/	812	/	-16%
15	Cc1cccc(NC(=O)C2CCN(C(=O)NCc3ccccc3)CC2)c1C	-13%	/	/	0%	-2%	21	/	760	/	19%
16	CCCCOc1ccc(N(CC(=O)NCc2ccccc2)C(=O)c2csnn2)cc1	-12%	/	/	-4%	-4%	-37	/	816	/	-7%
17	Cc1cc(N2CCN(S(=O)(=O)c3ccc(Br)cc3)CC2)n2ncnc2n1	-4%	28%	6%	-2%	4%	-15	0.4%	627	-4.7%	0%
18	CCn1c2ccccc2c2nnc(SCC(=O)NCCOC)nc21	1%	11%	10%	-4%	-3%	/	-3.7%	/	-6.1%	4%
19	COc1cccc(NC(=O)NCCC2=CCCCC2)c1	-7%	3%	1%	28%	8%	-1	-0.1%	663	-4.3%	-113%
20	COCCNC(=O)CNC(=S)N(Cc1ccccc1)Cc1cccnc1	-4%	7%	2%	-16%	5%	-10	2.8%	612	-3.4%	0%

(more compounds)
item	canonical_smiles	LYP phosphatase	P. falciparum M17LAP	M1AAP inhibition	AID2073	SIAH1 antagonists	Lipid droplet	CSM14.1 death rescue	Lipid droplet cells 6.5 µM	XIAP antagonists	NOD2 inhibition
21	Cc1ccc(C(=O)NCC(=O)OCC(=O)c2c(N)n(C)c(=O)n(C)c2=O)s1	-7%	-1%	6%	15%	-5%	/	4.8%	/	-4.9%	12%
22	CCc1ccc(OCC(=O)N/N=C(\C)c2ccc3c(c2)OCCO3)cc1	1%	3%	1%	9%	13%	-1	-1.6%	612	-5.0%	1%
23	COc1cccc(NC(=S)NC(=O)c2cccnc2)c1	-4%	/	/	-7%	0%	23	/	792	/	-9%
24	CCc1ccc(NC(=O)c2noc3c2CCc2ccccc2-3)cc1	-3%	6%	7%	4%	3%	14	-1.2%	779	-4.4%	17%
25	COc1ccc(NC2CCCN(C(=O)c3ccc(OC)cc3OC)C2)cc1 (stereo not drawn)	2%	/	/	-5%	3%	-8	/	832	/	-2%
26	Nc1ccc(C(=O)NC2CCSc3ccccc32)cc1[N+](=O)[O-] (stereo not drawn)	-2%	/	/	6%	8%	-2	/	733	/	-5%
27	CCCCCOc1ccccc1C(=O)NCCCC(=O)O	-2%	-1%	-2%	0%	0%	/	-1.5%	/	-5.9%	-10%
28	O=C(Cn1cc2c(n1)CCCCC2)NCc1cccs1	-4%	-1%	-1%	2%	5%	13	0.8%	741	-4.9%	-15%
29	CCn1cc(C(=O)OC)c(=O)c2ccc(C)nc21	-7%	9%	12%	26%	2%	-3	-0.7%	737	-2.3%	7%
30	CCc1ccc(N(C(=O)c2csnn2)C(C(=O)NC(C)(C)C)c2ccncc2)cc1 (stereo not drawn)	-2%	-1%	-2%	-5%	-1%	/	10%	/	-3.1%	-14%
31	O=C(O)CNC(=O)C1COc2ccccc2O1 (stereo not drawn)	-9%	6%	-1%	-5%	6%	9	-2.6%	692	0.4%	6%
32	COc1cccc(NC(=O)COC(=O)c2c3c(nc4ccccc24)CCC(C)C3)c1 (stereo not drawn)	10%	3%	9%	0%	-4%	/	-0.8%	/	1.0%	-36%
33	O=C(N/N=C/c1ccc(Cl)cc1Cl)c1cccc(F)c1	2%	-10%	0%	-3%	4%	/	-2.1%	/	1.6%	-157%
34	COc1ccc(CC(=O)N/N=C/C=C/c2cccc([N+](=O)[O-])c2)cc1OC	14%	3%	4%	-1%	-3%	6	/	649	/	10%
35	Cc1onc(-c2ccccc2Cl)c1C(=O)NC(=S)Nc1ccc(C(C)(C)C)cc1	6%	-2%	4%	-11%	-1%	-4	/	801	/	20%
36	O=c1[nH]c(=O)n(Cc2ccco2)c2c1C(C(F)(F)F)(C(F)(F)F)N=C(c1ccco1)N2	-1%	16%	6%	6%	2%	/	0.6%	/	0.0%	-11%
37	C=CCN1C=CC(=CC=C(C#N)C#N)C=C1	0%	72µM*	10%	-1%	-4%	18	/	680	/	19%
38	Nc1nc(NC(=O)c2cccc(S(=O)(=O)N3CCCCCC3)c2)nc(-c2ccccc2)n1	4%	5%	-5%	16%	1%	/	0.1%	/	-5.4%	3%
39	CC(=O)N1c2ccccc2NC2=C(C(=O)CC(C)(C)C2)C1c1cccn1C (stereo not drawn)	4%	17%	8%	13%	6%	2	-1.1%	730	-6.6%	7%
40	CC1CN(C(=O)C(C)Sc2nc3ccccc3s2)CC(C)O1 (stereo not drawn)	-10%	0%	0%	-19%	-1%	/	0.5%	/	-3.4%	17%

Six compounds from above, ordered by length of the SMILES, falling.
item	canonical_smiles	LYP phosphatase	P. falciparum M17LAP	M1AAP inhibition	AID2073	SIAH1 antagonists	Lipid droplet	CSM14.1 death rescue	Lipid droplet cells 6.5 µM	XIAP antagonists	NOD2 inhibition
38	Nc1nc(NC(=O)c2cccc(S(=O)(=O)N3CCCCCC3)c2)nc(-c2ccccc2)n1	4%	5%	-5%	16%	1%	/	0.1%	/	-5.4%	3%
34	COc1ccc(CC(=O)N/N=C/C=C/c2cccc([N+](=O)[O-])c2)cc1OC	14%	3%	4%	-1%	-3%	6	/	649	/	10%
35	Cc1onc(-c2ccccc2Cl)c1C(=O)NC(=S)Nc1ccc(C(C)(C)C)cc1	6%	-2%	4%	-11%	-1%	-4	/	801	/	20%
39	CC(=O)N1c2ccccc2NC2=C(C(=O)CC(C)(C)C2)C1c1cccn1C (stereo not drawn)	4%	17%	8%	13%	6%	2	-1.1%	730	-6.6%	7%
28	O=C(Cn1cc2c(n1)CCCCC2)NCc1cccs1	-4%	-1%	-1%	2%	5%	13	0.8%	741	-4.9%	-15%
37	C=CCN1C=CC(=CC=C(C#N)C#N)C=C1	0%	72µM*	10%	-1%	-4%	18	/	680	/	19%

Continued.
item	canonical_smiles	LYP phosphatase	P. falciparum M17LAP	M1AAP inhibition	AID2073	SIAH1 antagonists	Lipid droplet	CSM14.1 death rescue	Lipid droplet cells 6.5 µM	XIAP antagonists	NOD2 inhibition
41	CCc1ccc(Nc2n[n+](-c3ccccc3)c(-c3cc(OC)c(OC)cc3Br)s2)cc1	-2%	/	/	8%	0%	-24	/	811	/	-4%
42	COc1cc(C(=O)Nc2ccc(N3CCOCC3)cc2)ccc1OCc1c(C)noc1C	0%	-2%	4%	0%	5%	-18	6.4%	653	-1.8%	-18%
43	COc1ccccc1-c1c(C(F)(F)F)oc2cc(OC(=O)c3ccccc3[N+](=O)[O-])ccc2c1=O	0%	-6%	6%	6%	0%	/	-0.7%	/	-3.1%	21%
44	COc1cccc(-c2nc(-c3ccccc3)[nH]c(=O)c2C#N)c1	1%	15%	8%	3%	3%	/	0.9%	/	-0.7%	12%
45	CC(C)Cc1cc(C(=O)N2CCN(C(c3ccccc3)c3ccccc3)CC2)no1	5%	13%	10%	-1%	1%	/	1.2%	/	-0.4%	18%
46	Cc1ccc(O)c(CNc2cnc3ccccc3c2)c1	-9%	/	/	6%	0%	4	/	784	/	-12%
47	CN(CCCN1CCOCC1)C(=O)c1ccc2nc(Cc3cccc(Cl)c3)oc2c1	-2%	/	/	12%	-3%	-2	/	671	/	31%
48	O=c1c(-c2ccc(O)cc2O)coc2cc(O)cc(O)c12	1%	7%	4%	23%	0%	-2	2.0%	745	-5.1%	-1%
49	COc1ccc(-n2cnnc2SCC(=O)Nc2cc(C(C)(C)C)nn2-c2ccccc2)cc1	-3%	-4%	-5%	-5%	-2%	-7	-2.1%	753	-5.2%	18%
50	CCCC(=O)Nc1ccc(-c2cnc(-c3ccc(NC(=O)CCC)cc3)nc2)cc1	-9%	6%	7%	12%	16%	6	1.7%	651	-2.7%	2%
51	CC(=NCCCn1ccnc1)C1=C(O)c2ccccc2C1=O	-3%	-10%	-9%	5%	-5%	/	0.0%	/	-2.3%	-17%
52	CC1CC(C)CN(CCCNC(=O)C2CCC(=O)N2C2CCCC2)C1 (stereo not drawn)	-8%	-1%	-4%	21%	1%	/	-1.2%	/	-8.3%	14%
53	CC(C)CC(=O)N1CCN(c2ccc([N+](=O)[O-])cc2Cl)CC1	-5%	23%	6%	-6%	8%	-26	-3.0%	645	-5.6%	-8%
54	CC1CCCCN1CCCNC(=O)CN1C(=O)c2cccnc2Oc2ccc(Cl)cc21 (stereo not drawn)	-4%	/	/	8%	0%	-12	/	739	/	-3%
55	CC(C)CC(=O)Nc1cccc(C(C)O)c1 (stereo not drawn)	-7%	-1%	-6%	-8%	-2%	-13	0.2%	683	-8.2%	-1%
